Cdc42 wt – human Cdc42 wildtype GTP binding change, either direction | percent activity (GTP binding), % at 10 µM | GST-Cdc42 beads, Bodipy-GTP binding, flow cytometry; actives lie on both sides | actives 0.2% (n = 190,000) | P60953;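 active = percent activity GTP binding at least 20 points away from the 100% baseline, either down as inhibitor or up as activator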;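 also: median bead fluorescence of bound Bodipy-FL-GTP at 100 nM; 0% = excess unlabeled GTP control and 100% = no compound control; below 100% means less GTP binding so inhibitor and above means activator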
ABCB1 block – inhibitors of human ABCB1 transporter, ABCG2 counter-screen; P08183; CCRF-Adr cells, JC-1 efflux, flow cytometry; inhibition, % at 6.6 µM; actives 0.067% (n = 190,000); AID 1326; in the data active = inhibition above about 40%;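 also: 0% = vehicle and 100% = reference inhibitor; higher value means more JC-1 retained so stronger ABCB1 efflux block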
Target sequence (P08183 whole entry, looked up): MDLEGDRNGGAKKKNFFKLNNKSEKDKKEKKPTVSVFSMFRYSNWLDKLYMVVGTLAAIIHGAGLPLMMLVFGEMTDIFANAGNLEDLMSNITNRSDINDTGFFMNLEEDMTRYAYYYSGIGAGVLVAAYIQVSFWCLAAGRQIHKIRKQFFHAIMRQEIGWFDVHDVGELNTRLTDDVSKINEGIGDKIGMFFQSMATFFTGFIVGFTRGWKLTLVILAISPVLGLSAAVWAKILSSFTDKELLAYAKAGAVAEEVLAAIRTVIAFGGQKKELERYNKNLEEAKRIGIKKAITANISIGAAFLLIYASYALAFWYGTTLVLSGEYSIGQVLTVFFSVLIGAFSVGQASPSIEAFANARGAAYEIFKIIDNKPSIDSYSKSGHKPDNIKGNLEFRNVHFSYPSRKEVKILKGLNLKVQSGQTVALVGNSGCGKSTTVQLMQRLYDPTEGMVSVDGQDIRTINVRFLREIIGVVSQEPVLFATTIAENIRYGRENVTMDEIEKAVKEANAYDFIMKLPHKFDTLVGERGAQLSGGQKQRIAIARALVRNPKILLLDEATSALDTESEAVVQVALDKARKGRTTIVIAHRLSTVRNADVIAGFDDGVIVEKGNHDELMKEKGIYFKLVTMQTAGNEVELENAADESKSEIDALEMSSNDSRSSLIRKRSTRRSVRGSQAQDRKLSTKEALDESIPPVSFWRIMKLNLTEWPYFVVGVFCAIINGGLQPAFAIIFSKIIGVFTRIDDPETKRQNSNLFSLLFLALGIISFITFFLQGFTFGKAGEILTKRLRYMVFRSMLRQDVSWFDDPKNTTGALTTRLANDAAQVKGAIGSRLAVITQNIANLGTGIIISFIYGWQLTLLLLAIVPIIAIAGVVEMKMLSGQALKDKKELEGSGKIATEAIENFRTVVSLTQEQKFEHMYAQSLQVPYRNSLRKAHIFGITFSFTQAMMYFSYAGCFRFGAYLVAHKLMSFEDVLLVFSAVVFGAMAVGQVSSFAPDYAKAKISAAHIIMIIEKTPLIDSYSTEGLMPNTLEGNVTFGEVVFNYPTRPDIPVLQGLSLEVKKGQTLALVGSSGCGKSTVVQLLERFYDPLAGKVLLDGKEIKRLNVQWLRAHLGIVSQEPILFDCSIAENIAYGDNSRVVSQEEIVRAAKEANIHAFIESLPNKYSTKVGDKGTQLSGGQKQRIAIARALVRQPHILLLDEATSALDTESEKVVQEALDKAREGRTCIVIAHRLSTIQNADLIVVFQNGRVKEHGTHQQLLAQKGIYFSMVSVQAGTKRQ
Avidin bead fluor – avidin bead compound fluorescence profile; Avidin beads, compound fluorescence 488/530 nm, flow cytometry; hits give high values; fluorescence (KMESF) at 10 µM; actives 0.38% (n = 220,000); AID 1775; in the data active = fluorescence above about 47; also: inactives centre near 10
ABCG2 inh – inhibitors of human ABCG2 transporter, ABCB1 counter-screen; Q9UNQ0; IgMXP3 cells, JC-1 efflux, flow cytometry; inhibition, % at 6.6 µM; actives 0.1% (n = 190,000); AID 1325;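 active = inhibition above 80%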;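 also: 0% = DMSO and 100% = nicardipine control wells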
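Times: 10 min at 25 °C | Test system: Two drug-resistant human cell lines, ABCG2 and ABCB1 | Quantity: 3 million cells/mL final, two lines in 1:1 ratio | Signal: Flow cytometry, 530 nm JC-1 signal | Dosing: Compound at 6.6 µM | Controls: Nicardipine and DMSO wells | Reagent: JC-1 as fluorescent efflux pump substrate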
HRas wt GTP bind – changes GTP binding to wildtype human HRas | GST-Ras wt beads, Bodipy-FL-GTP binding, flow cytometry; actives lie on both sides | AID 759 | GTP binding activity, % at 10 µM | actives 0.14% (n = 190,000) | P01112;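 active = GTP binding activity at least 20% away from the 100% baseline, either lowered as inhibitor or raised as activator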;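 also: 0% = unlabeled GTP competition control and 100% = no-compound control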
Rac1 mut GTP – human Rac1 activated mutant GTP binding change. P63000. percent activity (GTP binding), % at 10 µM. actives 0.11% (n = 190,000). GST-Rac1 activated beads, fluorescent GTP binding, flow cytometry; actives lie on both sides; 100% means binding = to untreated wells;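 active = GTP binding at least 20 percentage points away from the 100% baseline, in either direction, so actives lie on both sides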
Pf gamet viab – kills late stage P. falciparum gametocytes; P. falciparum stage V gametocytes, ATP luminescence, 24 h; inhibition, % at 10.9 µM; actives 0.065% (n = 150,000); AID 743093;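 active = inhibition above the mean plus 3 SD of compounds within the control limits, set per campaign, cut at about 38% in these data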;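 also: 0% = DMSO wells and 100% = medium only without gametocytes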
Rab7 wt modul – dog Rab7 wildtype GTP binding, inhibitors and activators; AID 758; GST-Rab7 beads, fluorescent GTP binding, flow cytometry; actives lie on both sides; untreated = 100%, excess cold GTP = 0%; actives 0.055% (n = 190,000); GTP binding activity (percent of control), % at 10 µM;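 active = fluorescent GTP binding to Rab7 beads changed by at least 20 points from the 100% baseline, either direction, mostly lower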;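 also: median green fluorescence of bound Bodipy-FL-GTP per Rab7 bead population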
Rab2A wt mod – changes GTP binding to wildtype dog Rab2A, up or down | GST-Rab2 wt beads, Bodipy-GTP binding, flow cytometry | actives 0.19% (n = 190,000) | P61105 | GTP binding activity, % at 10 µM | AID 760;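 active = GTP binding activity at least 20 points away from 100%, either lowered or raised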;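 also: 0% = beads with excess unlabeled GTP and 100% = no-compound control corrected for plate trend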
Rac1 wt modul – modulators of human Rac1 wildtype GTP binding | P63000 | GST-Rac1 beads, fluorescent GTP binding, flow cytometry; actives lie on both sides; 0 = cold GTP competed, 100 = untreated | GTP binding activity (% of control), % at 10 µM | actives 0.27% (n = 190,000) | AID 757;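 active = GTP binding activity at least 20 points away from the 100% control level, either lower or higher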
Mcl1 Noxa PPI – disrupts binding of human Mcl-1 to Noxa peptide. Q07820. TR-FRET Mcl-1/Noxa peptide binding, 2 h. inhibition, % at 21.7 µM. actives 1.5% (n = 220,000);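 active = compounds that cut the protein-peptide binding signal by more than 50% relative to plate controls in a single-dose test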;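 also: His-tagged Mcl-1 with rhodamine Noxa BH3 peptide and terbium anti-His antibody; 0% = Mcl-1 plus Noxa peptide wells and 100% = peptide-only wells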
* hit, by the source's call.

How did CCCN(CCC)S(=O)(=O)c1ccc(NS(C)(=O)=O)cc1 do in these assays?
Cdc42 wt: 102; ABCB1 block: 0.6; Avidin bead fluor: 15; ABCG2 inh: 5; HRas wt GTP bind: 102; Rac1 mut GTP: 99; Rab7 wt modul: 102; Rab2A wt mod: 102; Rac1 wt modul: 102; Mcl1 Noxa PPI: 3

Results for CCOC(=O)NC(C)N1C(=O)C2C3C=CC(C3)C2C1=O (stereo unspecified) ?
Cdc42 wt: 102; ABCB1 block: 0.3; Avidin bead fluor: 11; ABCG2 inh: 1; HRas wt GTP bind: 100; Rac1 mut GTP: 97; Pf gamet viab: 16; Rab7 wt modul: 99; Rab2A wt mod: 104; Rac1 wt modul: 101; Mcl1 Noxa PPI: 7

What do the screens show for `Cc1c(Cl)cccc1NC(=S)N1CCN(Cc2ccccc2)CC1`?
Cdc42 wt: 96; ABCB1 block: 0.0; Avidin bead fluor: 29; ABCG2 inh: 0; HRas wt GTP bind: 96; Rac1 mut GTP: 95; Pf gamet viab: 10; Rab7 wt modul: 96; Rab2A wt mod: 97; Rac1 wt modul: 96; Mcl1 Noxa PPI: 19

What do the screens show for `Cc1cc(N2C(=O)C3CCC(c4ccccc4)CC3C2=O)no1` (stereo unspecified)?
Cdc42 wt: 92; ABCB1 block: 0.4; Avidin bead fluor: 9; ABCG2 inh: 4; HRas wt GTP bind: 99; Rac1 mut GTP: 94; Pf gamet viab: 6; Rab7 wt modul: 101; Rab2A wt mod: 99; Rac1 wt modul: 101; Mcl1 Noxa PPI: 8

Results for CCOc1ccc2nc(S(N)(=O)=O)sc2c1 ?
Cdc42 wt: 99; ABCB1 block: 0.2; Avidin bead fluor: 10; ABCG2 inh: 1; HRas wt GTP bind: 100; Rac1 mut GTP: 98; Rab7 wt modul: 97; Rab2A wt mod: 100; Rac1 wt modul: 100; Mcl1 Noxa PPI: 19

What do the screens show for `COc1cc(CNCC(C)C)cc(Br)c1OCC(=O)Nc1ccccc1`?
Cdc42 wt: 97; ABCB1 block: 0.2; Avidin bead fluor: 6; ABCG2 inh: 6; HRas wt GTP bind: 95; Rac1 mut GTP: 96; Pf gamet viab: -22; Rab7 wt modul: 93; Rab2A wt mod: 97; Rac1 wt modul: 101; Mcl1 Noxa PPI: 20

Results for CCn1c(C)nc2cc(C#N)ccc21 ?
Cdc42 wt: 96; ABCB1 block: 1.1; Avidin bead fluor: 12; ABCG2 inh: 6; HRas wt GTP bind: 94; Rac1 mut GTP: 95; Pf gamet viab: -3; Rab7 wt modul: 93; Rab2A wt mod: 96; Rac1 wt modul: 94; Mcl1 Noxa PPI: -6

Results for COc1cccc(NC(=S)NN=C2CCC(C(C)(C)C)CC2)c1 (stereo unspecified) ?
Cdc42 wt: 96; ABCB1 block: 0.7; Avidin bead fluor: 12; ABCG2 inh: 2; HRas wt GTP bind: 100; Rac1 mut GTP: 98; Pf gamet viab: 3; Rab7 wt modul: 109; Rab2A wt mod: 97; Rac1 wt modul: 101; Mcl1 Noxa PPI: -65

How did COc1ccccc1CC(=O)N1CCCc2ccccc21 do in these assays?
Cdc42 wt: 100; ABCB1 block: 0.3; Avidin bead fluor: 8; ABCG2 inh: 0; HRas wt GTP bind: 103; Rac1 mut GTP: 99; Rab7 wt modul: 105; Rab2A wt mod: 101; Rac1 wt modul: 106; Mcl1 Noxa PPI: 10

What do the screens show for `O=C(NCc1ccccc1Cl)C1CCN(C(=O)c2sccc2-n2cccc2)CC1`?
Cdc42 wt: 96; ABCB1 block: 1.2; Avidin bead fluor: 6; ABCG2 inh: 1; HRas wt GTP bind: 98; Rac1 mut GTP: 94; Rab7 wt modul: 102; Rab2A wt mod: 98; Rac1 wt modul: 97; Mcl1 Noxa PPI: -6

Results for N#Cc1cc(C(=O)c2cc(Br)ccc2O)cn(C2CC2)c1=O ?
Cdc42 wt: 100; ABCB1 block: 0.2; Avidin bead fluor: 8; ABCG2 inh: 6; HRas wt GTP bind: 101; Rac1 mut GTP: 97; Rab7 wt modul: 100; Rab2A wt mod: 99; Rac1 wt modul: 101; Mcl1 Noxa PPI: 10

Results for O=C(CCn1cccc1)NC1CCCc2ccccc21 (stereo unspecified) ?
Cdc42 wt: 98; ABCB1 block: -0.1; Avidin bead fluor: 7; ABCG2 inh: -4; HRas wt GTP bind: 97; Rac1 mut GTP: 98; Rab7 wt modul: 100; Rab2A wt mod: 100; Rac1 wt modul: 104; Mcl1 Noxa PPI: -14

How did COc1ccc(-c2csc(-c3ccc(C(=O)O)cc3)n2)cc1 do in these assays?
Cdc42 wt: 92; ABCB1 block: -1.3; Avidin bead fluor: 8; ABCG2 inh: -1; HRas wt GTP bind: 91; Rac1 mut GTP: 90; Pf gamet viab: 13; Rab7 wt modul: 90; Rab2A wt mod: 93; Rac1 wt modul: 91; Mcl1 Noxa PPI: 10

What do the screens show for `Cc1cc(C(=O)OCC(=O)Nc2ccc(S(N)(=O)=O)cc2)c2ccccc2n1`?
Cdc42 wt: 93; ABCB1 block: -0.6; Avidin bead fluor: 13; ABCG2 inh: -2; HRas wt GTP bind: 93; Rac1 mut GTP: 93; Pf gamet viab: -5; Rab7 wt modul: 100; Rab2A wt mod: 95; Rac1 wt modul: 93; Mcl1 Noxa PPI: 20

What do the screens show for `COC(=O)C1C(=O)NC(SC)=C(C#N)C1c1ccccc1` (stereo unspecified)?
Cdc42 wt: 103; ABCB1 block: -0.1; Avidin bead fluor: 33; ABCG2 inh: 0; HRas wt GTP bind: 101; Rac1 mut GTP: 100; Rab7 wt modul: 100; Rab2A wt mod: 100; Rac1 wt modul: 102; Mcl1 Noxa PPI: -3

What do the screens show for `O=C(O)C1Cc2ccccc2CN1C(=O)COc1ccc(Cl)cc1Cl` (stereo unspecified)?
Cdc42 wt: 89; ABCB1 block: -0.4; Avidin bead fluor: 7; ABCG2 inh: -1; HRas wt GTP bind: 91; Rac1 mut GTP: 89; Pf gamet viab: -43; Rab7 wt modul: 93; Rab2A wt mod: 90; Rac1 wt modul: 92; Mcl1 Noxa PPI: -11

How did O=C(/C=C\Nc1ccc2c(c1)OCO2)c1ccccn1 do in these assays?
Cdc42 wt: 95; ABCB1 block: 0.3; Avidin bead fluor: 11; ABCG2 inh: 5; HRas wt GTP bind: 96; Rac1 mut GTP: 97; Rab7 wt modul: 98; Rab2A wt mod: 98; Rac1 wt modul: 101; Mcl1 Noxa PPI: -21

What do the screens show for `COc1ccc(CCNC(C)=O)cc1`?
Cdc42 wt: 104; ABCB1 block: 1.1; Avidin bead fluor: 7; ABCG2 inh: 3; HRas wt GTP bind: 102; Rac1 mut GTP: 98; Rab7 wt modul: 99; Rab2A wt mod: 101; Rac1 wt modul: 103; Mcl1 Noxa PPI: 3

How did CCCn1c(SCC(=O)N2CCCC(C)C2)nnc1-c1cccnc1 (stereo unspecified) do in these assays?
Cdc42 wt: 96; ABCB1 block: 1.3; Avidin bead fluor: 11; ABCG2 inh: 10; HRas wt GTP bind: 99; Rac1 mut GTP: 96; Pf gamet viab: -2; Rab7 wt modul: 97; Rab2A wt mod: 96; Rac1 wt modul: 100; Mcl1 Noxa PPI: 0

Results for CC(C)(CC(=O)O)Cc1nc(-c2ccc(Cl)cc2)no1 ?
Cdc42 wt: 95; ABCB1 block: 0.6; Avidin bead fluor: 14; ABCG2 inh: 3; HRas wt GTP bind: 97; Rac1 mut GTP: 95; Rab7 wt modul: 94; Rab2A wt mod: 94; Rac1 wt modul: 98; Mcl1 Noxa PPI: 3

How did Cc1ccc(NC(=O)C(NCc2ccccn2)c2ccccc2)cc1 (stereo unspecified) do in these assays?
Cdc42 wt: 95; ABCB1 block: 0.9; Avidin bead fluor: 13; ABCG2 inh: 6; HRas wt GTP bind: 98; Rac1 mut GTP: 97; Rab7 wt modul: 108; Rab2A wt mod: 99; Rac1 wt modul: 101; Mcl1 Noxa PPI: -5

What do the screens show for `CC1(C)CC2(CC(C)(C)N1)OC(=O)N1CCc3ccccc3C12C` (stereo unspecified)?
Cdc42 wt: 102; ABCB1 block: -3.1; Avidin bead fluor: 9; ABCG2 inh: -4; HRas wt GTP bind: 101; Rac1 mut GTP: 101; Rab7 wt modul: 100; Rab2A wt mod: 104; Rac1 wt modul: 107; Mcl1 Noxa PPI: -9

How did CCOC(=O)NC(=O)C(=CNc1ccccc1OC)C(=O)NC(=O)OCC do in these assays?
Cdc42 wt: 100; ABCB1 block: 1.0; Avidin bead fluor: 3; ABCG2 inh: 22; HRas wt GTP bind: 98; Rac1 mut GTP: 101; Rab7 wt modul: 95; Rab2A wt mod: 98; Rac1 wt modul: 103; Mcl1 Noxa PPI: 8

What do the screens show for `COc1ccc(Cl)cc1C(=O)Nc1ccccc1N1CCN(C)CC1`?
Cdc42 wt: 103; ABCB1 block: 0.9; Avidin bead fluor: 7; ABCG2 inh: 1; HRas wt GTP bind: 104; Rac1 mut GTP: 102; Rab7 wt modul: 101; Rab2A wt mod: 101; Rac1 wt modul: 110; Mcl1 Noxa PPI: 56*

What do the screens show for `COc1ccc(N2C(=O)C3CCCN3C2c2ccc(F)cc2)cc1Cl` (stereo unspecified)?
Cdc42 wt: 106; ABCB1 block: 1.8; Avidin bead fluor: 25; ABCG2 inh: 40; HRas wt GTP bind: 100; Rac1 mut GTP: 100; Rab7 wt modul: 100; Rab2A wt mod: 101; Rac1 wt modul: 110; Mcl1 Noxa PPI: 14

How did CCSc1nc2ccccc2n1C(=O)c1ccc(S(=O)(=O)N2CCCCC2)cc1 do in these assays?
Cdc42 wt: 100; ABCB1 block: 0.1; Avidin bead fluor: 9; ABCG2 inh: 1; HRas wt GTP bind: 102; Rac1 mut GTP: 100; Pf gamet viab: 19; Rab7 wt modul: 105; Rab2A wt mod: 100; Rac1 wt modul: 106; Mcl1 Noxa PPI: -42

What do the screens show for `COc1cc(C(N)=O)cc(Br)c1OC`?
Cdc42 wt: 98; ABCB1 block: -0.4; Avidin bead fluor: 10; ABCG2 inh: 2; HRas wt GTP bind: 92; Rac1 mut GTP: 96; Rab7 wt modul: 91; Rab2A wt mod: 94; Rac1 wt modul: 94; Mcl1 Noxa PPI: -4

2 compounds picked at random from those above, as already listed:
What do the screens show for `CC1(C)CC2(CC(C)(C)N1)OC(=O)N1CCc3ccccc3C12C` (stereo unspecified)?
Cdc42 wt: 102; ABCB1 block: -3.1; Avidin bead fluor: 9; ABCG2 inh: -4; HRas wt GTP bind: 101; Rac1 mut GTP: 101; Rab7 wt modul: 100; Rab2A wt mod: 104; Rac1 wt modul: 107; Mcl1 Noxa PPI: -9

What do the screens show for `COc1cc(C(N)=O)cc(Br)c1OC`?
Cdc42 wt: 98; ABCB1 block: -0.4; Avidin bead fluor: 10; ABCG2 inh: 2; HRas wt GTP bind: 92; Rac1 mut GTP: 96; Rab7 wt modul: 91; Rab2A wt mod: 94; Rac1 wt modul: 94; Mcl1 Noxa PPI: -4
